Neddyl block: inhibitors of human cullin neddylation; 360,000 tested, 0.58% active; TR-FRET cullin neddylation, biochemical; P61081+Q13564; calls only at 25 µM; in the data active means inhibition above about 36%
CSN inh: inhibitors of human CSN-mediated cullin deneddylation; Q92905; Purified CSN, SCF-Nedd8-OG deneddylation, fluorescence polarization; inhibition, % at 12.5 µM; 360,000 tested, 0.38% active; AID 651999;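 active means pattern-corrected inhibition above about 35%, with an unprinted fluorescence ratio check between 0.5 and 1.5, limit read from the data, passing the limit was not always enough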;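 further: 0% = enzyme with substrate and 100% = substrate without enzyme; some results filed as inactive read as strong as hits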
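Test system: purified human Csn5 enzyme expressed in HEK293T cells. Amount: 0.24 nM enzyme. Reagent: SCFSkp2-Nedd8OG substrate at 10 nM final. Schedule: 90 min incubation of compound, enzyme and substrate at room temperature. Detection: fluorescence polarization. Read-out: % inhibition of substrate cleavage by Csn5.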
Tb MetRS inh: Trypanosoma brucei MetRS inhibition. 360,000 tested, 0.4% active. purified T. brucei MetRS, ATP depletion, Kinase-Glo luminescence. inhibition, % at 11.9 µM;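 active means inhibition above a per-plate cutoff of the control wells' mean inhibition plus 3 SD, cut at about 5.5% in these data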;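 further: 0% = DMSO wells median and 100% = median of wells with control inhibitor compound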
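Test system: purified T. brucei MetRS enzyme. Also added: ATP, methionine and E. coli bulk tRNA substrates. Compound: 11.9 µM single point. Schedule: 15 min enzyme-compound preincubation, 2 h reaction, 10 min detection, 25 °C. Signal: luciferase luminescence of residual ATP, Kinase-Glo. Evaluation: percent inhibition versus plate control medians. Controls: DMSO wells, low control.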
MsrA inh: inhibitors of bovine MsrA; purified bovine MsrA, absorbance read-out; inhibition, % at 15.5 µM; 360,000 tested, 0.75% active; in the data active means inhibition above about 4.5%;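 further: 0% = vehicle wells with enzyme and 100% = reference inhibitor wells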
FAS TE block: inhibitors of human fatty acid synthase thioesterase domain. P49327. 360,000 tested, 0.67% active. recombinant FAS-TE, OMFH fluorogenic substrate, fluorescence endpoint. inhibition, % at 15 µM;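 active means compounds whose normalised, plate-corrected inhibition of enzyme fluorescence in the single-dose primary screen is 50% or more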;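 further: 0% = DMSO with enzyme and 100% = substrate without enzyme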
eLon inh: inhibits E. coli Lon protease; 360,000 tested, 0.42% active; AID 602123; inhibition, % at 7.94 µM; purified E. coli Lon protease, fluorescence polarization; in the data active means inhibition above about 13%, passing the limit was not always enough;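 further: 0% = enzyme with probe and DMSO and 100% = no enzyme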
bovine MsrA act: activates bovine MsrA enzyme; purified bovine MsrA, absorbance read-out; 360,000 tested, 0.3% active; activation, % at 10.6 µM; AID 602163; in the data active means activation above about 7.5%;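 further: 0% = vehicle and 100% = reference activator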
PABP1 MLLE inh: blocks PAM2 peptide binding to the PABP1 MLLE domain; P11940; GST-MLLE / FITC-PAM2 fluorescence polarization; inhibition, % at 20 µM; 360,000 tested, 0.36% active; AID 588489; in the data active means inhibition above about 35%, passing the limit was not always enough;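 further: plate controls were DMSO wells with GST-MLLE for no effect and wells lacking GST-MLLE protein for full effect; some results filed as inactive read as strong as hits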
Rin1-Abl PPI inh: human Rin1-Abl interaction inhibition. P00519+Q13671. TR-FRET Rin1/Abl binding, biochemical. inhibition, % at 7.35 µM. 360,000 tested, 0.4% active. AID 588664; in the data active means inhibition above about 5%, passing the limit was not always enough
An asterisk follows results filed as active; i = inactive; . = no result given. Rows were taken by chance; 4% or so of the library scored in one or more.

Start of the listing, in advance (6 entries):
Values run as follows: Neddyl block, CSN inh, Tb MetRS inh, MsrA inh, FAS TE block, eLon inh, bovine MsrA act, PABP1 MLLE inh, Rin1-Abl PPI inh
- COc1ccccc1/C=C/C(=O)OCC(=O)Nc1ccc2c(c1)OCCO2
  i, -1, -0.1, 1.0, 18, 4, -1, 5, 3
- COc1ccc(CC(=O)Nc2c3c(nn2-c2cccc(Cl)c2)CS(=O)(=O)C3)cc1
  i, 4, -0.4, 1.3, 1, 4, -3, -1, 1
- O=C(Nc1ccc2c(c1)OCCO2)C1CCN(C(=O)c2ccc(F)cc2)CC1
  i, -4, 0.1, 1.0, -2, -7, -3, 3, 0
- CSc1ccccc1NC(=O)COc1ccc(Cl)cc1
  i, -8, -0.1, 0.1, 20, -11, -5, 8, 0
- Cc1cccc(CC(=O)Nc2cc(=O)n(C)c(=O)n2C)c1
  i, 1, 0.2, 0.9, -5, -6, -2, 10, 3
- CN(CCCNC(=O)c1cn(C)c2ccc(S(=O)(=O)N(C)C)cc2c1=O)c1ccccc1
  i, 2, 0.3, 0.3, 26, 8, -1, -3, -3

The listing, from the start:
Values run as follows: Neddyl block, CSN inh, Tb MetRS inh, MsrA inh, FAS TE block, eLon inh, bovine MsrA act, PABP1 MLLE inh, Rin1-Abl PPI inh
- COc1ccccc1/C=C/C(=O)OCC(=O)Nc1ccc2c(c1)OCCO2
  i, -1, -0.1, 1.0, 18, 4, -1, 5, 3
- COc1ccc(CC(=O)Nc2c3c(nn2-c2cccc(Cl)c2)CS(=O)(=O)C3)cc1
  i, 4, -0.4, 1.3, 1, 4, -3, -1, 1
- O=C(Nc1ccc2c(c1)OCCO2)C1CCN(C(=O)c2ccc(F)cc2)CC1
  i, -4, 0.1, 1.0, -2, -7, -3, 3, 0
- CSc1ccccc1NC(=O)COc1ccc(Cl)cc1
  i, -8, -0.1, 0.1, 20, -11, -5, 8, 0
- Cc1cccc(CC(=O)Nc2cc(=O)n(C)c(=O)n2C)c1
  i, 1, 0.2, 0.9, -5, -6, -2, 10, 3
- CN(CCCNC(=O)c1cn(C)c2ccc(S(=O)(=O)N(C)C)cc2c1=O)c1ccccc1
  i, 2, 0.3, 0.3, 26, 8, -1, -3, -3
- Cn1c(=O)c2[nH]cnc2n(-c2ccccc2)c1=O
  i, -2, -0.6, 1.1, -6, 4, -4, -5, -7
- COc1ccc(-c2ccc(CCC(=O)O)n2-c2ccccc2O)cc1
  i, 9, -0.7, -0.1, -5, -16, -6, -12, 3
- O=C(OCc1ccccc1)N1CCOCCOCCN(C(=O)OCc2ccccc2)CCOCCOCC1
  i, -1, -1.5, -0.4, 0, 1, -11, -3, 3
- Cc1nc(SCC(=O)Nc2cc(C(N)=O)cc(C(N)=O)c2)c2c(C)c(C)sc2n1
  i, -3, 1.2, 0.2, -4, -4, -3, 9, -10
- CCCCNC(=O)CN1C(=O)NC(CCc2ccccc2)C1=O (stereo not drawn)
  i, 6, -0.4, 0.6, -6, -1, 1, -7, 0
- COc1ccc(CCn2c(C)c(C(C)=O)c(C(C)=O)c2C)cc1OC
  i, 0, -0.3, -0.3, -4, 3, -4, -7, 1
- Cc1ccc(C)c(C(=O)n2cnnc2N)c1
  i, 2, -0.5, -0.3, -8, 2, -7, -3, 1
- CCCc1cc(=O)[nH]c(SCC(=O)c2cc(C)n(C)c2C)n1
  i, -6, 0.5, 1.3, 2, 5, 1, 20, -2
- COc1cc(C(=O)NCc2ccncc2)cc(Br)c1OCc1ccccc1
  i, -2, -1.0, -0.2, 2, 4, -4, -9, -1
- Nc1nncn1C(=O)CCCOc1ccccc1
  i, 3, -0.5, -0.9, -7, -13, -3, -18, 0
- Cc1cc(C(=O)N/N=C/c2c(C)[nH]c3ccccc23)n[nH]1
  i, -3, -1.2, 3.9, -7, 2, -4, 9, -5
- O=C1NC(Cc2c[nH]c3ccccc23)C(=O)N1Cc1cccc2ccccc12 (stereo not drawn)
  i, 3, -1.5, 0.0, 7, 8, -8, -10, -3
- Cc1ccc(NC(=O)COC(=O)CN2C(=O)C3CCCCC3C2=O)cc1S(=O)(=O)N1CCOCC1 (stereo not drawn)
  i, -11, -0.6, 0.1, -14, -2, -9, 7, -1
- COc1ccc(CSc2cccc3cccnc23)cc1[N+](=O)[O-]
  i, -16, 0.8, -0.6, 27, 3, -4, -7, 1
- O=C1COc2cc(O)ccc21
  i, -1, 0.2, 4.4, -9, -2, -3, 15, 2
- O=C1OCCN1C(=O)[C@H]1[C@H](c2ccc(Cl)cc2)C(c2ccccc2)=NN1c1ccccc1
  ., 7, -0.9, 2.6, 50, -10, 0, 0, -1
- CC(=O)N1N=C(c2ccc(C)cc2)OC1c1ccc(Br)cc1 (stereo not drawn)
  i, -7, -1.5, -0.4, 24, -12, -8, -15, -2
- c1ccc(-n2cnc3cc(NCc4cccs4)ccc32)cc1
  i, 7, -1.1, 0.4, 2, -4, -1, 1, -5
- CCC(=O)Nc1ccc(C(=O)Nc2cc(C)on2)cc1
  i, 1, -0.5, 0.4, -10, -2, -4, 9, 6
- CC1(C)N=C(N)N=C(N)N1c1cccc(C#N)c1
  i, -2, -0.3, -0.7, -6, -9, 0, -12, 3
- COc1ccc2cc(Br)ccc2c1CC(=O)NCC1CCCO1 (stereo not drawn)
  i, -5, -0.5, 0.3, -4, 3, -2, 1, -4
- COc1ccc(C(=O)OCCCc2cc3ccccc3c(=O)o2)cc1
  i, 1, -0.5, 0.4, 17, 11, -4, 4, 3
- COc1ccc(OC)c(C(=O)COC(=O)CN2C(=O)NC3(CCCCC3C)C2=O)c1 (stereo not drawn)
  i, -2, -0.4, -0.2, 2, -8, -4, -3, 0
- Cc1ccc(SC(C)C(=O)NCC(C)C)cc1 (stereo not drawn)
  i, 4, -0.1, 1.8, -8, -5, -2, 3, 2
- CCN(CC)CCCNC(=O)c1ccc2c(Cl)c3c(nc2c1)CCCC3
  i, 1, -0.8, 0.0, -11, -2, -9, -3, -2
- O=P(COCCCCCOCP(=O)(c1ccccc1)c1ccccc1)(c1ccccc1)c1ccccc1
  i, -8, -0.5, 1.9, 0, 0, -1, 5, -1
- C/C=C/C(=O)OCC(=O)Nc1ccc(OC)c(OC)c1
  i, -6, 0.0, -0.7, -9, -3, -2, -11, 3
- O=C(c1ccc(S(=O)(=O)c2cccc(Cl)c2)c([N+](=O)[O-])c1)N1CCN(Cc2ccccc2)CC1
  i, -3, -0.1, -1.5, 26, 6, -4, 6, 0
- COc1cc(/C=C/C(=O)O)cc(S(=O)(=O)NCCO)c1OC
  i, 3, -0.2, -0.8, -6, -5, -1, 6, 1
- O=C(CC(=O)c1ccccc1)c1ccccc1
  i, 4, -0.3, 1.0, 5, -4, -6, 9, 2
- COc1ccc(-c2cc(C(=O)NCc3cccs3)no2)cc1
  i, 3, -0.8, 1.8, -5, 0, -3, 9, -6
- COc1ccc(C(=O)Nc2oc(-c3ccccc3)c(-c3ccccc3)c2C#N)cc1
  i, 1, -1.0, 2.6, 18, -7, -7, -4, 1
- O=C(NC1CCN(C(=O)Nc2cccc(Cl)c2)CC1)c1ccco1
  i, 4, 0.4, -1.7, -5, -9, -1, 11, 4
- CC(C)CNC(=O)COC(=O)c1cc(Cl)cc(Cl)c1N
  ., 4, 0.0, 0.9, 0, -9, -4, 2, -1
- CCOc1ccc(N(CC(=O)NC2CCCC(C)C2C)S(=O)(=O)c2c(C)noc2C)cc1 (stereo not drawn)
  i, -4, -0.7, 2.0, 8, -13, 1, 0, 2
- O=C(COc1ccc(Cl)cc1)NCc1nnc(SCC(=O)c2ccccc2)o1
  i, 4, 1.0, -0.3, 1, -3, -2, -56, -1
- Cc1ccc2c(c1)C1(C)C(C(C)(C)N2C=O)C1(Cl)Cl (stereo not drawn)
  i, 2, -1.4, 0.0, 1, 5, -5, 7, 0
- CCOC(=O)[C@H]1[C@H]2COc3cc(OC)ccc3[C@@H]2N2C(=O)c3c(C)cc(C)cc3NC(=O)[C@@]12C
  i, -2, -0.5, 0.0, 16, -1, -9, -14, -2
- O=C(O)C1Cc2ccccc2CN1S(=O)(=O)c1ccccc1 (stereo not drawn)
  i, 2, -0.7, 0.5, -6, 5, -1, -14, -3
- O=C(CCNc1n[nH]c(=O)[nH]c1=O)N1CCCCC1
  i, 3, -0.9, -0.3, -10, 1, -10, 6, 2
- CCCCN(C(=O)Cc1coc2cc(C)c(C)cc12)c1c(N)n(Cc2ccccc2)c(=O)[nH]c1=O
  i, 1, 0.1, 0.7, 1, 5, -1, -6, -3
- CC(=O)c1c(C)[nH]c(C(=O)OCC(=O)Nc2cc(C(F)(F)F)ccc2N2CCOCC2)c1C
  i, 1, -1.0, 1.2, 12, 4, -2, 4, 1
- O=C(NCC(=O)N(c1ccccc1F)C(C(=O)NC1CCCC1)c1cccnc1)c1ccco1 (stereo not drawn)
  i, 0, -0.1, 0.8, -5, 1, -3, 7, 2
- Cc1cc(C)nc(NC(=O)CSc2nc3ccccc3o2)n1
  i, -2, 0.7, -0.1, -5, 0, -1, -41, 2
- CCN(CC)C(=O)CSc1nnc(-c2ccccn2)n1Cc1ccccc1
  i, 1, -0.6, -0.3, -6, 5, -5, -9, 0
- COc1ccc(NC(=O)NCCC2=CCCCC2)cc1
  i, 0, 0.6, 0.1, 23, -1, -3, 1, -1
- O=C(c1cn(-c2ccccc2)nc1-c1cccnc1)N1CCCCC1
  i, -4, -0.9, 0.1, -8, -4, -8, -1, 4
- CNC(=O)c1sc(-c2cccs2)nc1C
  i, 0, 0.4, 3.6, -6, -8, -4, 18, -4
- O=C(Oc1ccc(-c2ccccc2)cc1)c1ccco1
  i, -2, -0.2, 0.5, 14, 2, -2, -15, 2

Among those listed so far, these have a cyano group.
Values run as follows: Neddyl block, CSN inh, Tb MetRS inh, MsrA inh, FAS TE block, eLon inh, bovine MsrA act, PABP1 MLLE inh, Rin1-Abl PPI inh
- CC1(C)N=C(N)N=C(N)N1c1cccc(C#N)c1
  i, -2, -0.3, -0.7, -6, -9, 0, -12, 3
- COc1ccc(C(=O)Nc2oc(-c3ccccc3)c(-c3ccccc3)c2C#N)cc1
  i, 1, -1.0, 2.6, 18, -7, -7, -4, 1
